S2 tox: reduces viability in counter-screen for ATXN expression inhibitors. S2 cells (HEK-293 line with an ATXN2-luciferase reporter) viability, CellTiter-Fluor protease fluorescence, 24 h. Potency, µM (top dose mostly 56.7 µM), hits mostly cytotoxic. actives 0.49% (n = 400,000). AID 651635; also: potency is read from the fitted curve at half-maximal effect; nearly all actives have a fitted effect of over 40% in size
SW480 rerep: induces DNA re-replication in SW480 colon adenocarcinoma cells; SW480 DNA re-replication, Hoechst DNA content imaging, 48 h; Potency, µM (titrated, usually from 46.1 µM), without a hit: at the highest dose re-replication activation, most hits filed as activators; actives 1.8% (n = 340,000); AID 624297; also: potency is read from the fitted curve at half-maximal effect; % of control where 0% means no effect; nearly all actives have a fitted effect of over 55% in size
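Readout is total intensity of Hoechst-stained nuclei, excited at 405 nm and collected at 500-530 nm. Compound treatment lasted 48 hr at 37 C in 5% CO2 before staining.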
MCF10A rerep: induces DNA re-replication in MCF 10a normal breast cells; MCF 10A DNA re-replication, Hoechst nuclear intensity, 48 h; Potency, µM (highest dose often 46.1 µM), inactives show at the highest dose activity, positive = re-replication, hits mostly activators; actives 2.9% (n = 350,000); AID 624296; also: potency is read from the fitted curve at half-maximal effect; % of control where 0% means no effect; nearly all actives have a fitted effect of over 50% in size
KB-3-1 cytotox: kills parental KB-3-1 adenocarcinoma cells; Potency, µM (titrated, usually from 46.1 µM), for inactives: at the top dose activity change, negative = cytotoxic, hits mostly cytotoxic; KB-3-1 viability, CellTiter-Glo ATP luminescence, 72 h; actives 1.4% (n = 400,000); also: potency is read from the fitted curve at half-maximal effect; % is scaled to controls: 0 for no effect and ±100 for the full control effect; nearly all actives have a fitted effect of over 60% in size
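Cells are dispensed, compounds pinned in, plates held at 37 °C for 72 h, then CellTiter-Glo is added and luminescence read after 10 minutes. Cell line: parental KB-3-1 in phenol-red-free DMEM, 10% FBS.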
HT1080-NT tox: kills 2HG-producing HT-1080-NT fibrosarcoma cells; HT-1080-NT fibrosarcoma viability, CellTiter-Glo ATP luminescence, 48 h; actives 1.6% (n = 360,000); Potency, µM (top dose mostly 46.1 µM), for inactives: top-dose activity, negative = less viability, actives largely listed as cytotoxic;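 also: NT is the 2HG producing partner of a matched IDH1 knockdown line; potency is read from the fitted curve at half-maximal effect; 0% = DMSO-treated cells and -100% = media-only wells without cells; nearly all actives have a fitted effect of over 55% in size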
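Read-out is CellTiter-Glo luminescence after 10 minutes at room temperature, following 48 hours' compound treatment of HT-1080-NT cells (750 cells/well, RPMI, 5% FBS, 37 degrees C).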
KB-V1 cytotox: kills drug-selected multidrug resistant KB-V1 cells. KB-V1 MDR cells viability, CellTiter-Glo, 72 h. Potency, µM (top dose mostly 46.1 µM), inactives show at the highest dose activity change, negative = cytotoxicity, usual class: cytotoxic. actives 3.4% (n = 400,000). AID 1347076; also: potency is read from the fitted curve at half-maximal effect; % is scaled to controls: 0 for no effect and ±100 for the full control effect; nearly all actives have a fitted effect of over 60% in size
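Luminescent ATP read-out (CellTiter-Glo, 10 min) measures survival of drug-selected KB-V1 MDR cells after 72 h, 37 degrees C compound exposure. Medium: phenol-red-free DMEM, 10% FBS. Values from fitted concentration-response curves.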
ATXN2 expr inh: inhibitors of ATXN2 expression | HEK-293 ATXN2-luciferase reporter, luminescence, 24 h | Potency, µM (highest dose often 57 µM), without a hit: top-dose activity change, negative = inhibition, hits mostly inhibitors | actives 0.72% (n = 360,000); also: potency is read from the fitted curve at half-maximal effect; % is scaled to controls: 0 for no effect and ±100 for the full control effect; nearly all actives have a fitted effect of over 55% in size
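ATXN2-luciferase reporter cells (luciferase flanked by upstream and downstream ATXN2 gene portions) were treated 24 h at 37 °C with compounds at up to 57 uM. SteadyGlo luminescence gave expression; GF-AFC fluorescence gave viability.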
HT1080 IDH1KD tx: kills HT-1080 cells with IDH1 knockdown; HT-1080 IDH1 knockdown viability, ATP luminescence, 48 h; Potency, µM (titrated, usually from 46.1 µM), for inactives: at the highest dose activity, negative = toxicity, actives largely listed as cytotoxic; actives 2% (n = 360,000);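 also: potency is read from the fitted curve at half-maximal effect; 0% = DMSO wells and -100% = cell-free medium wells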
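After a 2 h attachment period, IDH1KD HT-1080 cells took pin-transferred compound for 48 h at 37 °C; ATP-based luminescence after 10 min room-temperature reagent incubation reported viability.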
IL1B secr inh: inhibitors of inflammasome signaling (IL-1 beta secretion); AID 743279; actives 4.7% (n = 360,000); THP-1 LPS/ATP IL-1B secretion, AlphaLISA, 16 h; stronger effect = lower value; activity change, % at 57.5 µM; in the data active = activity change below about -50%; inconclusive = mostly about -30% to -49%; also: % is scaled to controls: 0 for no effect and ±100 for the full control effect
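THP-1 cells pretreated 1 hr with compounds (up to 57.5 uM final), then stimulated with LPS (250 ng/mL final) plus ATP (1.25 mM final); secreted IL-1B measured by AlphaLISA after 16 hr, decreased signal indicating inhibition.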
* marks the source's active call; other numbers are inactive results; i = inactive; ? = inconclusive; . = no result given; & = joins results of further samples; [ ] = dose if it differs, or a comment. Unless noted, calls follow the shape of the dose curve; as a rule, active = well fitted curve in the direction sought with a large enough effect; inconclusive = small, poorly fitted or top-dose-only effect, or another doubt; inactive = no such curve, though single readings can be large; an effect the other way counts as inactive or inconclusive.

no.	smiles	KB-V1 cytotox	ATXN2 expr inh	HT1080-NT tox	IL1B secr inh	S2 tox	HT1080 IDH1KD tx	MCF10A rerep	KB-3-1 cytotox	SW480 rerep
1	COCCNc1cc(C)nc2c3c(C)cc(C)nc3nn12	0%	-11%	-1%	?	i	0%	-2%	?	0%
2	C=C1C(=O)O[C@H]2C[C@]3(C)C([C@@H](OC(=O)/C(C)=C/C)[C@H]12)[C@](C)(O)CC[C@H]3O (stereo partly specified)	3%	.	?	-58*	?	?	-18%	5%	18%
3	O=[N+]([O-])c1cccc(/C=N/Nc2ncc(Br)cn2)c1	25%	.	16%	-8	i	20%	16%	2%	-8%
4	CCn1c(SCC(=O)c2ccc(Cl)cc2)nnc1C(C)C	-6%	22%	-6%	-17	i	-1%	6%	-1%	?
5	CC(=O)OC[C@H]1O[C@@](COC(C)=O)(O[C@H]2O[C@H](COC(C)=O)[C@@H](OC(C)=O)[C@H](OC(C)=O)[C@H]2OC(C)=O)[C@@H](OC(C)=O)[C@@H]1OC(C)=O	.	9%	.	.	i	.	-5%	.	-5%
6	Cc1cc(C)c(NC(=O)CN2c3ccccc3S(=O)(=O)c3ccccc32)c(C)c1	11%	-11%	.	.	i	.	.	-8%	.
7	CCn1c(=O)c2cc(C(=O)N3CCN(C)CC3)sc2c2ccccc21	-18%	-5%	-27%	-22	i	-6%	2%	0%	-3%
8	COc1cc(-c2csc(NC3CCCCC3)n2)cc(OC)c1OC	0%	7%	-18%	-80*	i	-11%	-13%	-14%	-62%[inhibitor]
9	Cc1ccc(S(=O)(=O)NCC(=O)OCc2ccccc2)cc1	0%	0%	0%	8	?	14%	-35%[inhibitor]	-1%	-3%
10	CCN(CC)CCNC(=O)Cc1c(C(=O)O)n(CC)c2ccccc12	0%	1%	14%	-10	i	8%	1%	0%	1%
11	O=C(NCCNS(=O)(=O)c1cccc(C(F)(F)F)c1)c1cc(OCC(F)(F)F)ccc1OCC(F)(F)F	-2%	-17%	?	8	i	?	-1%	-5%	1%
12	O=C(c1ccc2ccccc2c1)N1CCN(c2ccc([N+](=O)[O-])c(N3CCOCC3)c2)CC1	4%	-10%	3%	12	i	0%	?	5%	16%
13	CCN1C(=O)[C@H]2[C@H]3CN=C(SCc4ccccc4)N3[C@@](CC)(C(=O)OC)[C@H]2C1=O	20%	10%	3%	16	i	7%	29%	?	-2%
14	COc1cccc(C=C2Cc3ccccc3C2=O)c1	3%	51%[activator]	-6%	-5	?	-12%	.	0%	.
15	Cc1ccc(S(=O)(=O)N2CCOCC2)cc1NC(=O)CSc1nc(N)cc(=O)[nH]1	4%	4%	17%	-13	i	8%	-3%	4%	-3%
16	COc1cc(/C=C2/SC(=S)N(CC3CCCO3)C2=O)ccc1O (stereo unspecified)	-3%	32%[activator]	-8%	-74*	?	1%	19%	0%	1%
17	CC(=O)c1c(C)[nH]c(C(=O)NCc2ccccc2)c1C	-16%	2%	11%	8	i	14%	-4%	6%	-4%
18	CC(C)C(=O)Nc1c(-c2ccccc2Cl)c(=O)c2ccccc2n1C	?	2%	4%	13	i	11%	-2%	-1%	-19%
19	C=CCNC(=O)C(C#N)c1nc2ccccc2nc1N1CCCCCC1 (stereo unspecified)	4%	-10%	-8%	-15	.	-16%	?	1%	?
20	CCOCC(=O)Nc1nc(-c2ccccc2)c(CC)s1	-3%	1%	13%	25	i	3%	12%	7%	-2%
21	Cc1nc2ccc(NC(=O)c3ccc(Cl)nc3)cc2s1	?	.	30%	-5	?	1%	7%	3%	3%
22	COc1ccccc1CN1CCNC(=O)C1CC(=O)NC1CCCCCC1 (stereo unspecified)	?	-4%	-9%	-9	i	1%	2%	-3%	0%
23	O=C(Oc1cccnc1)c1ccc(Cl)cc1	16%	.	-2%	3	.	-3%	0%	-15%	-10%
24	FC(F)(F)c1nnc2sc(-c3cccs3)nn12	?	-6%	-4%	38	i	0%	8%	-24%	-8%
25	Cc1ccc(S(=O)(=O)N2CCCCC2)cc1NC(=O)CSc1nnc(N)s1	26%	13%	1%	12	i	0%	0.58µM*	0%	-1%
26	O=C1/C(=C/c2ccccc2)SC(=S)N1C1CCS(=O)(=O)C1 (stereo unspecified)	-16%	-25%	7%	18	i	10%	?	?	-8%
27	COc1cc(OC)cc(C2=Cc3ccccc3C(CC(C)=O)N2c2ccc(C#CC3(O)CCCCC3)cc2)c1 (stereo unspecified)	?	-4%	-29%	-24	?	-23%	.	?	.
28	COc1ccc(C)cc1Nc1ncnc2c1nnn2Cc1ccccc1Cl	?	.	9%	-6	?	-1%	.	-13%	.
29	CN(C(=O)c1cccc(NC(=O)Cc2cccc(NC(=O)C3CCCN(C(=O)C4CCCC4)C3)c2)c1)C1CC1 (stereo unspecified)	0%	-7%	2%	-8	i	-1%	?	0%	29%
30	FC(F)(F)c1ccc(Cl)c(-n2c(-c3cc(-c4ccco4)[nH]n3)n[nH]c2=S)c1	21%	28%	-14%	18	i	-16%	10%	-5%	-13%

Quoted from the listing.
Result for O=C(NCCNS(=O)(=O)c1cccc(C(F)(F)F)c1)c1cc(OCC(F)(F)F)ccc1OCC(F)(F)F in KB-V1 cytotox: -2%
Result for COc1cc(OC)cc(C2=Cc3ccccc3C(CC(C)=O)N2c2ccc(C#CC3(O)CCCCC3)cc2)c1 (stereo unspecified) in IL1B secr inh: -24

Next section
no.	smiles	KB-V1 cytotox	ATXN2 expr inh	HT1080-NT tox	IL1B secr inh	S2 tox	HT1080 IDH1KD tx	MCF10A rerep	KB-3-1 cytotox	SW480 rerep
31	COc1ccc(Nc2ncnc3c2oc2ccccc23)cc1	-22%	64%[activator]	-10%	-11	?	-10%	-5%	-11%	-1%
32	O=C(NNC(=O)c1sccc1-n1cccc1)Nc1ccc(F)cc1	-5%	-2%	10%	-14	i	28%	-1%	0%	-6%
33	CCOC(=O)C1CCN(C(=O)CSc2n[nH]c(=O)[nH]c2=O)CC1	30%	9%	5%	36	i	3%	20%	-25%	-6%
34	O=C(CSc1nnnn1-c1ccccc1F)NNC(=O)c1ccco1	-9%	-5%	2%	3	i	-1%	?	1%	-31%[inhibitor]
35	O=C(O)c1cccc2c1-c1ccc(Cl)cc1C2	-21%	10%	10%	-9	i	-3%	7%	1%	-3%
36	CC(/C=N/Nc1nc(C)cc(=O)[nH]1)=C\c1ccccc1	-20%	-14%	12%	-3	i	-1%	19%	-2%	?
37	NC(=S)N/N=C/c1ccccc1OCCSc1ccc(Cl)cc1	?	-39%	?	?	?	?	21µM*	?	?
38	Cc1cccc2cc(CN(Cc3ccco3)C(=O)NC3CCCCC3)c(=O)[nH]c12	3.7µM*	-23%	-4%	?	i	-2%	10%	-21%	15%
39	COc1ccc(C)cc1NC(=O)CN(C)S(=O)(=O)c1ccc2c(c1)n(C)c(=O)c(=O)n2C	10%	0%	8%	?	i	13%	-1%	-12%	-1%
40	COc1ccc(OC)c(C2C(C(=O)c3ccco3)=C(O)C(=O)N2CC2CCCO2)c1 (stereo unspecified)	11%	5%	8%	10	i	8%	0%	2%	-8%
41	O=C(c1cc2c(=O)oc3ccccc3c2s1)N1CCN(c2cccc(Cl)c2)CC1	-14%	0%	.	.	i	.	.	-14%	.
42	COc1ccc(-c2cn3ccccc3n2)cc1	?	.	?	6	i	?	-1%	?	-5%
43	C[C@H](NC(N)=O)C(=O)Nc1ccc2c(c1)OCO2	7%	6%	-5%	-5	i	-8%	3%	1%	3%
44	O=C(CCCn1c(=O)c2ccccc2n(CC(=O)Nc2cccc(C(F)(F)F)c2)c1=O)NCc1ccc2c(c1)OCO2	?	-5%	.	.	i	.	.	11%	.
45	c1ccc(C2[C@H]3CN(Cc4cccnc4)[C@H](c4ccccc4)C34CC2(c2cccnc2)C4)cc1 (stereo partly specified)	21µM*	-14%	?	-5	?	?	?	?	-12%[9.22 µM]
46	CCn1c(=O)c(C(=O)Nc2ccc(C)cc2C)c(O)c2ccccc21	5%	12%	22%	9	i	21%	12%	17%	-3%
47	CC1CC(N(C(=O)C2CC2)c2ccccc2)c2ccccc2N1C(=O)C1CC1 (stereo unspecified)	5%	.	6%	-12	.	2%	0%	-7%	-3%
48	Cc1ccc(C(=O)Nc2nccc(C)n2)cc1	-4%	4%	13%	6	i	3%	1%	19%	-4%
49	CCOc1ccc(CNC(=O)C2CCCN(S(=O)(=O)c3ccc4c(ccn4C)c3)C2)cc1 (stereo unspecified)	?	-15%	.	.	?	.	.	-12%	.
50	COc1ccc(-c2cn(-c3ccccc3)c3[n+]2CCS3)cc1	27%&11%	-36%&-11%	?	-11&-13	?	13µM*	20%&18%	3.3µM*	-7%&-2%

Whole records from above:
CCn1c(=O)c(C(=O)Nc2ccc(C)cc2C)c(O)c2ccccc21 as listed: KB-V1 cytotox: 5%; ATXN2 expr inh: 12%; HT1080-NT tox: 22%; IL1B secr inh: 9; S2 tox: i; HT1080 IDH1KD tx: 21%; MCF10A rerep: 12%; KB-3-1 cytotox: 17%; SW480 rerep: -3%
COc1ccc(-c2cn(-c3ccccc3)c3[n+]2CCS3)cc1 as listed: KB-V1 cytotox: 27%&11%; ATXN2 expr inh: -36%&-11%; HT1080-NT tox: ?; IL1B secr inh: -11&-13; S2 tox: ?; HT1080 IDH1KD tx: 13µM*; MCF10A rerep: 20%&18%; KB-3-1 cytotox: 3.3µM*; SW480 rerep: -7%&-2%
CC1CC(N(C(=O)C2CC2)c2ccccc2)c2ccccc2N1C(=O)C1CC1 (stereo unspecified) as listed: KB-V1 cytotox: 5%; ATXN2 expr inh: .; HT1080-NT tox: 6%; IL1B secr inh: -12; S2 tox: .; HT1080 IDH1KD tx: 2%; MCF10A rerep: 0%; KB-3-1 cytotox: -7%; SW480 rerep: -3%
